aSyn yeast inh – inhibitors of alpha-synuclein toxicity in yeast; AID 652106; Yeast expressing alpha-synuclein, growth rescue, BacTiter-Glo, 24 h; Potency, µM (series often up to 46.1 µM), without a hit: at the highest dose growth rescue (activation), most hits filed as activators; 0.14% of 370,000 active; further: potency means the concentration at half of the fitted maximal effect; % of control where 0% means no effect; nearly all actives have a fitted effect of over 65% in size
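Galactose-induced alpha-syn yeast (OD600=0.02, raffinose-pregrown) + pinned cpd, 24 hr, 30 deg C; growth by BacTiter-Glo luminescence. Growth restoration scores as activation.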
PLK1 PBD inh – PLK1 (human) polo-box domain binding inhibition | P53350 | Plk1 PBD binding of FITC phosphopeptide, fluorescence polarization | Potency, µM, for inactives: max response, negative = inhibition, usual class: inhibitors | 2.8% of 360,000 active; further: potency means the concentration at half of the fitted maximal effect; series mostly up to about 57 µM; on the % scale 0 is the no-effect control and ±100 the full control effect; nearly all actives have a fitted effect of over 65% in size
Target sequence (P53350 whole entry, looked up, the tested form may be a part): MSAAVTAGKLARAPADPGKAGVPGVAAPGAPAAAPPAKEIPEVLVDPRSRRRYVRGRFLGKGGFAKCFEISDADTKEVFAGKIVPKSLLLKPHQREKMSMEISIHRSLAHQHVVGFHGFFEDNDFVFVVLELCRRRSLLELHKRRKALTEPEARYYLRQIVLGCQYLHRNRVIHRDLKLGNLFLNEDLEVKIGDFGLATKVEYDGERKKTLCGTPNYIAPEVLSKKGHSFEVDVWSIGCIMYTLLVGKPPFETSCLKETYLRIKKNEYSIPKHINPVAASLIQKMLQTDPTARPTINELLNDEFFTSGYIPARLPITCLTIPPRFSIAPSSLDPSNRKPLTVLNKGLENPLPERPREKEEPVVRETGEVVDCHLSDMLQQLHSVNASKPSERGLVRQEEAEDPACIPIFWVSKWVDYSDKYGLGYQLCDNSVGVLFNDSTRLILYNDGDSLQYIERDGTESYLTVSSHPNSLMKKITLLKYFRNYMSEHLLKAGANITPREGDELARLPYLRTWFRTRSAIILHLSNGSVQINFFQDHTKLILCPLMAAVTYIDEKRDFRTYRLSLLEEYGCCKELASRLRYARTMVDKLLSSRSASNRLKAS
Abeta yeast res – compounds reversing amyloid beta toxicity in yeast | yeast expressing A-beta42, growth rescue, OD600, 48 h; response scale: 0% DMSO, 100% iron-clioquinol control | Potency, µM (doses to about 46.1 µM), for the others: at the highest dose growth rescue, actives largely listed as activators | 0.063% of 410,000 active; further: potency means the concentration at half of the fitted maximal effect; nearly all actives have a fitted effect of over 55% in size
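Yeast growth medium received pinned compounds, then yeast cells expressing toxic A-beta were added; plates incubated at 30 C for 48 hr. Growth read as absorbance at 600 nm, normalized to DMSO and equimolar FeCl3 plus clioquinol controls.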
EPAC1 ag – EPAC1 (human) agonism; O95398; EPAC1 agonist qHTS, biochemical assay; response scale: 100% = response to 6.5 mM cAMP; Potency, µM (highest dose often 154 µM), inactives show top-dose activation, hits mostly activators; 0.073% of 360,000 active; further: potency means the concentration at half of the fitted maximal effect; nearly all actives have a fitted effect of over 60% in size
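Multi-concentration qHTS readout: loss of Rap1B-bound BODIPY-GDP fluorescence driven by 100 nM EPAC1 with excess GDP (50 uM), monitored kinetically at room temperature; agonist response expressed relative to 6.5 mM cAMP.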
FUS yeast rescue – rescues growth of FUS-expressing yeast; S. cerevisiae FUS-expressing, growth rescue, OD600, 24 h; Potency, µM (top dose mostly 76.6 µM), for the others: at the top dose growth rescue (activation), actives largely listed as activators; 0.24% of 390,000 active;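 further: potency means the concentration at half of the fitted maximal effect; plate controls were DMSO vehicle for no effect and reference control for full effect; nearly all actives have a fitted effect of over 55% in size; some results filed as inactive show a strong effect at the top dose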
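Restored growth of FUS-toxic S. cerevisiae, read as 600 nm absorbance after 24 h at 30C in galactose medium (starting OD 0.005). Controls CP55940 and DMSO.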
WRN helicase inh – blocks human WRN helicase | Q14191 | WRN helicase unwinding, fluorescent forked duplex, kinetic | Potency, µM (doses to about 114 µM), for inactives: at the top dose activity change, negative = inhibition, usual class: inhibitors | 0.46% of 360,000 active; further: potency means the concentration at half of the fitted maximal effect; on the % scale 0 is the no-effect control and ±100 the full control effect; nearly all actives have a fitted effect of over 55% in size
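Kinetic fluorescence helicase assay: unwinding of a quenched forked DNA duplex (100 nM final) with 2 mM ATP final raises red fluorescence (525/598 nm). Compounds sat 15 min at room temperature with 20 nM WRN beforehand.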
PI5P4K alpha inh – PI5P4K alpha (human) kinase inhibition; PI5P4Kalpha enzyme, ADP-Glo luminescence, 60 min; hits give low values; max response, %; 1.2% of 330,000 active; AID 652105; active means max response of -50% or lower; inconclusive means between -30% and -50%; inactive means -30% or higher; further: value at the top dose of about 77 µM; on the % scale 0 is the no-effect control and ±100 the full control effect
Target sequence (P48426 whole entry, looked up): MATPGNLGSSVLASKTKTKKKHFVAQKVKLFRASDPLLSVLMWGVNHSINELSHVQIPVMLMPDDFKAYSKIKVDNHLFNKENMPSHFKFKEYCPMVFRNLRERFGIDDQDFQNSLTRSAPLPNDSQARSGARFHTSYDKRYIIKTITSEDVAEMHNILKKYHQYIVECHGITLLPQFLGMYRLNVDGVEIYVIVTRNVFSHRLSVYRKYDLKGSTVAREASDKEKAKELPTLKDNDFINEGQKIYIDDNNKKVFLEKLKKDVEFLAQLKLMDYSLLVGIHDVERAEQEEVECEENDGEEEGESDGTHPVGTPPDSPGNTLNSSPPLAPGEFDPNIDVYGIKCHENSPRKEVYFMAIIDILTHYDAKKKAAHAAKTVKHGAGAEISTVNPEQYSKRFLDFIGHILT
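Controls without substrate or without enzyme flank wells where PI5P4Kalpha converts substrate using 5 microM ATP (final). Incubation lasts 60 minutes at room temperature; ADP formed is read by ADP-Glo luminescence.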
IL2 activator – IL-2 activation | 0.065% of 360,000 active | IL-2 activation reporter assay, cell-based qHTS; stimulated with anti-CD3/CD4/CD28 beads; in transgenic mouse T cells | activation, % (series mostly up to about 46 µM) | AID 652025; in the data active means activation above about 50%; inconclusive means mostly about 30% to 49%; further: 0% is about no effect
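Screening format: compound pinned onto unstimulated transgenic mouse T cells, 60 min incubation, then anti-CD3/anti-CD4/anti-CD28 bead stimulation for 18 hours at 37 degrees C, followed by EGFP and DsRed detection.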
EPAC1 antagonist – blocks human EPAC1 exchange factor; 0.14% of 360,000 active; Potency, µM (series often up to 115 µM), for inactives: at the top dose activity change, negative = inhibition, most hits filed as inhibitors; O95398; EPAC1 GEF assay, Rap1b-BODIPY-GDP exchange fluorescence;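 further: potency means the concentration at half of the fitted maximal effect; plate controls were vehicle for no effect and positive control for full effect; nearly all actives have a fitted effect of over 50% in size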
Active calls of the source: *; ? = inconclusive; . = no result given; & = joins results of further samples; [ ] = remark or other dose. Unless noted, the call rests on the fitted dose curve; in most records, active means well fitted curve in the direction sought with a large enough effect; inconclusive means small, poorly fitted or top-dose-only effect, or another doubt; inactive means no such curve, though single readings can be large; an effect the other way counts as inactive or inconclusive.

nr	compound	aSyn yeast inh	PLK1 PBD inh	Abeta yeast res	EPAC1 ag	FUS yeast rescue
1	O=C(COc1ccc(Cl)cc1Cl)NC(=O)c1ccccc1	-2%	-5%	1%	-2%	11%
2	O=C(O)[C@@H]1CC(O)CN1C(=O)CCc1c[nH]c2ccccc12 (stereo partly drawn)	1%	-17%	-7%	9%	10%
3	CCNC(=O)C1(C)CCCN(Cc2ccc3ccccc3c2Br)C1 (stereo not drawn)	-1%	0%	1%	0%	-8%
4	COc1ccc2c(CN3CCN(c4ccccc4OC)CC3)cc(=O)oc2c1	1%	4%	-3%	-2%	11%
5	C/C(=N\Nc1cc(-c2ccccc2)nc(-c2ccc(Br)cc2)n1)c1cccc(N)c1	-2%	-6%	-15%	3%	13µM*
6	COc1ccc(CCNC(=O)COc2ccc(S(=O)(=O)N3CCOCC3)cc2)cc1OC	0%	-1%	12%	-6%	6%
7	N/C(=N\S(=O)(=O)c1ccc(Cl)cc1)N1CCOCC1	0%	2%	2%	1%	-18%
8	CCOc1cc(/C=C2\SC(=S)N(Nc3ccccc3)C2=O)ccc1O	-11%	?	-25%	16%	2%
9	COc1cccc(C(=O)N/N=C2\SCC(=O)N2Cc2ccc3c(c2)OCO3)c1	-3%	2%	11%	6%	10%
10	COc1ccc(C(=O)CSc2nc3cccnc3n2C)cc1	6%	-9%	5%	-9%	40%
11	NC(=O)COC(=O)c1ccc2c(c1)C(=O)N(Cc1ccco1)C2=O	3%	-2%	3%	3%	12%
12	CCOc1ccccc1CNS(=O)(=O)c1cc(-c2cc(C)no2)ccc1OC	15%	-12%	-9%	12%	14%
13	O=C(Nc1cccn(Cc2c(F)cccc2Cl)c1=O)NC1CCCCC1	-4%	-13%	-5%	16%	-16%
14	N#CC(C(=O)c1ccccc1Cl)=C1SCCCS1	10%	-6%	-31%[inhibitor]	-4%	6%
15	CCOC(=O)C(C(=O)OCC)N(C#N)c1nc(N(C)C)nc(N(C)C)n1	5%	-9%	-5%	-6%	-21%

nr	WRN helicase inh	PI5P4K alpha inh	IL2 activator	EPAC1 antagonist
1	1%	1	-2.9	19%
2	13%	0	0.4	-5%
3	-11%	4	0.2	-16%
4	-8%	-1	0.1	-8%
5	-6%	.	-4.1	10%
6	-1%	.	0.5	4%
7	7%	0	-1.6	8%
8	18µM*	-16	-0.1	?
9	-8%	.	-3.7	-3%
10	-16%	-4	-1.5	-6%
11	7%	-8	-0.1	12%
12	-3%[57.1 µM]	5	3.9	2%
13	-2%	-3	0.9	-12%
14	-24%	-10	-0.6	-22%
15	9%	-3	-2.3	?

Five structures out of the list, sorted by molar mass, descending.
nr	compound	aSyn yeast inh	PLK1 PBD inh	Abeta yeast res	EPAC1 ag	FUS yeast rescue
12	CCOc1ccccc1CNS(=O)(=O)c1cc(-c2cc(C)no2)ccc1OC	15%	-12%	-9%	12%	14%
13	O=C(Nc1cccn(Cc2c(F)cccc2Cl)c1=O)NC1CCCCC1	-4%	-13%	-5%	16%	-16%
11	NC(=O)COC(=O)c1ccc2c(c1)C(=O)N(Cc1ccco1)C2=O	3%	-2%	3%	3%	12%
2	O=C(O)[C@@H]1CC(O)CN1C(=O)CCc1c[nH]c2ccccc12 (stereo partly drawn)	1%	-17%	-7%	9%	10%
14	N#CC(C(=O)c1ccccc1Cl)=C1SCCCS1	10%	-6%	-31%[inhibitor]	-4%	6%

nr	WRN helicase inh	PI5P4K alpha inh	IL2 activator	EPAC1 antagonist
12	-3%[57.1 µM]	5	3.9	2%
13	-2%	-3	0.9	-12%
11	7%	-8	-0.1	12%
2	13%	0	0.4	-5%
14	-24%	-10	-0.6	-22%

Next part.
nr	compound	aSyn yeast inh	PLK1 PBD inh	Abeta yeast res	EPAC1 ag	FUS yeast rescue
16	CCN1C(=O)[C@H]2[C@@H](c3ccc(C)cc3)N[C@]3(CCCN(CCC(C)C)C3=O)[C@H]2C1=O	-7%	-8%	2%	-12%	-1%
17	CCc1ccc2[nH]c(=O)c(CN(CCN(C)C)C(=O)Nc3ccccc3)cc2c1	-6%	-1%	13%	-3%	-2%
18	Cc1ccc(C(=O)Nc2ccccc2C(=O)O)cc1NC(=O)COc1c(C)cccc1C	-7%	-14%	-2%	-7%	-34%
19	O=C(CC1Nc2cccc3cccc(c23)NC1=O)Nc1ccc(F)cc1 (stereo not drawn)	9%	-1%	7%&-18%	10%	-8%&38%
20	COc1cc(/C=C/C(=O)N2CCC=CC2=O)cc(OC)c1OC	13%	-7%	-53%[inhibitor]	-12%	-30%
21	O=C(c1ccccc1Oc1ccccc1)N1CCN(c2ccccc2F)CC1	12%	-7%	-2%	6%	21%
22	Cc1oc2ccc(OCc3ccc(F)cc3Cl)cc2c1C(=O)O	1%	-6%	-1%	8%	-48%
23	COc1ccc2[nH]c(C)c(C(=O)CN3CCc4cc(OC)c(OC)cc4C3)c2c1	-2%	-18%	-11%	2%	38%
24	O=C(CCC(=O)N1CCN(c2ccc(F)cc2)CC1)c1ccc(Cl)cc1	8%	0%	-3%	10%	12%
25	O=C(CCc1ccccc1)Nc1ccc2c(c1)OCCO2	-7%	-8%	13%	2%	7%
26	Cc1cc(C)c2cc(CN(CCO)C(=O)NC3CCCCC3)c(=O)[nH]c2c1	0%	-21%	17%	0%	16%
27	NC(=S)NNC(=O)c1ccccc1	2%	-4%	-3%	5%	3%
28	CCOC(=O)C(=CNc1cc(C(F)(F)F)ccc1N1CCOCC1)C(=O)OCC	7%	-9%	12%	-18%	7%
29	COc1ccc(NCc2nnc(SCC(=O)NCc3ccccc3)n2-c2ccccc2OC)cc1	11%	-1%	22%	-1%	?
30	COC(=O)c1cc2ccsc2n1CC(=O)Nc1cc(C)cc(C)c1	0%	-5%	13%	4%	47%

nr	WRN helicase inh	PI5P4K alpha inh	IL2 activator	EPAC1 antagonist
16	5%	0	2.2	5%
17	10%	-3	1.0	4%
18	-5%	-24	-0.5	-26%
19	-1%	-18	-2.4	1%
20	-9%	5	-0.3	13%
21	-31%[57.1 µM]	5	-0.4	-7%
22	-6%	1	0.0	-12%
23	-8%	1	0.0	?
24	-2%	-24	-0.2	9%
25	-1%	8	2.1	0%
26	1%	0	-0.5	5%
27	-7%	.	-1.2	-2%
28	-10%	3	-0.6	-23%
29	2%	10	-0.6	1%
30	-6%	.	-0.9	-9%

The list continues:
nr	compound	aSyn yeast inh	PLK1 PBD inh	Abeta yeast res	EPAC1 ag	FUS yeast rescue
31	O=C(c1ccc(F)cc1)c1cccc(C(=O)c2ccc(F)cc2)n1	-3%	-6%	-6%	-4%	.
32	Cc1cc(C)cc(C(=O)N/N=C/c2ccoc2)c1	2%	-8%	3%	-4%	4%
33	COc1ccc(C(C#N)c2ccc(=O)[nH]n2)cc1 (stereo not drawn)	-3%	-3%	-4%	7%	-11%
34	CCOC(=O)c1[nH]ncc1CN1CCN(Cc2ccccc2)C(CCO)C1 (stereo not drawn)	5%	2%	0%	1%	-1%
35	COC(=O)N/N=C(\C)c1ccc(OC(F)F)cc1	-5%	-8%	-12%	8%	-19%
36	COc1ccccc1CCNC(=O)c1cc(-c2ccccn2)nc2ccccc12	-2%	1%	-6%	3%	-2%
37	CC(=O)Nc1cccc(OCc2ccc(S(=O)(=O)Cc3ccccc3)cc2)c1	-1%	-10%	-5%	-7%	.
38	O=C(CCCCn1c(=O)c2ccccc2n(CC(=O)NC2CCCC2)c1=O)NC1CCCC1	4%	-8%	-10%	1%	-5%
39	CCOC(=O)N1CCN(C(=O)C2CCN(S(=O)(=O)c3ccc(NC(C)=O)cc3)CC2)CC1	-7%	-5%	3%	1%	8%
40	COc1cc(OC)cc(C(=O)NCC(=O)OCC(=O)Nc2ncc(Cl)cc2Cl)c1	0%	-19%	-6%	-2%	13%
41	Cn1c(C(=O)NCCCN2CCN(c3ccccc3F)CC2)cc2c(=O)[nH]c3ccccc3c21	7%	-5%	20%	1%	21%
42	O=C(NC1CCc2ccccc21)c1cc(COc2cncc(Cl)c2)on1 (stereo not drawn)	2%	-12%	?	5%	17%
43	CCN(CC)P(=O)(Nc1ccc([N+](=O)[O-])cc1)c1c(C)nn(CCC#N)c1NC(=O)c1ccc(Cl)cc1 (stereo not drawn)	0%	-6%	7%	9%	27%
44	CCc1c(C)sc(NC(=O)OC)c1C(=O)N1CCOCC1	-1%	-15%	13%	-5%	20%
45	COc1cccc(/C=N/n2c(C3CCCCC3)n[nH]c2=S)c1O	2%	-7%	6%	6%	-10%

nr	WRN helicase inh	PI5P4K alpha inh	IL2 activator	EPAC1 antagonist
31	2%	13	-0.3	-5%
32	-5%	?	-0.5	18%
33	-20%[57.1 µM]	3	-2.6	2%
34	3%	-2	5.0	1%
35	3%	3	-4.8	8%
36	-1%	6	-3.4	14%
37	-4%	1	-4.0	-2%
38	-9%	-7	-1.8	-1%
39	-2%	-3	-0.1	-3%
40	-26%	-19	1.0	-1%
41	23%	.	-0.9	-17%
42	-4%	-3	-3.5	?
43	10%	-4	0.0	29%
44	-3%	.	-2.1	8%
45	-5%	-16	-2.9	0%

Other entries.
nr	compound	aSyn yeast inh	PLK1 PBD inh	Abeta yeast res	EPAC1 ag	FUS yeast rescue
46	CC(C)(C)OC(=O)N[C@@H](CCCCNC(=O)OCc1ccccc1)c1nnc([C@H](CCCCNC(=O)OCc2ccccc2)NC(=O)OC(C)(C)C)o1	-2%	-12%	-6%	-9%	?
47	O=C(NCc1cccnc1)C12CC3CC(CC(Cl)(C3)C1)C2	4%	3%	3%	-9%	8%
48	O=C(NN=C1C2CC3CC1CC(Cl)(C3)C2)c1cccs1	3%	-2%	-17%	7%	-4%
49	Cc1ccc(NC(=O)c2c(C(F)(F)F)nn(C)c2SCc2cccc(C(F)(F)F)c2)cc1C	19%	-1%	7%	-3%	32%

nr	WRN helicase inh	PI5P4K alpha inh	IL2 activator	EPAC1 antagonist
46	8%	-1	0.2	-18%
47	-1%	3	-2.9	5%
48	-21%[57.1 µM]	-1	-3.8	-21%
49	-13%	1	-2.9	-23%
